BB579 growth dn = reduces growth of yeast BB579 in restrictive medium; inhibition, % at 10 µM; AID 804; S. cerevisiae BB579 growth, OD615, 48 h; 0.51% of 140,000 active;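 active = inhibition above a set limit, 3 SD over the mean compound inhibition, cut at about 44% in these data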; note: inactives centre near -24
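System: Saccharomyces cerevisiae DeaD strain BB579, replicative lifespan model yeast. Buffer or medium: restrictive glucose-based CSMM-D medium. Doses: one dose, 10 µM compound with 0.25% DMSO. Timing: 4 h preincubation and 48 h exposure at 30 °C. Detection: turbidity as optical density at 615 nm. Benchmarks: amphotericin B 10 µg/mL, positive.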
bCat KO growth = beta-catenin-lacking colon tumor cell growth suppression; HCT116 beta-catenin knockout viability, CellTiter-Glo, 60 h; hits give low values; AID 818; viability, % at 10 µM; 1.5% of 140,000 active;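 active = viability at or under a set limit, the compound median less 4 SD, cut at about 6% in these data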;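 note: 0% = Hyamine 1622 control at 20 µM and 100% = untreated cell control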
Yeast lifespan up = extends the lifespan of yeast; AID 775; S. cerevisiae growth with nicotinamide, OD615; deaD strain in restrictive glucose medium; inhibition of the nicotinamide effect, % at 10 µM; 0.68% of 130,000 active;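 active = inhibition above a set limit, placed 3 SD over the median of all compounds, cut at about 26% in these data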;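 note: 0% = nicotinamide-treated wells and 100% = cells grown without nicotinamide; some compounds called inactive have numbers as strong as hits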
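Test system – modified budding yeast, DeaD strain · Compound – single dose 10 µM compound, 0.25% DMSO · Times – culture preincubation 4 h, compound exposure 48 h, both 30 °C · Detection – optical density (absorbance) at 615 nm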
Phagocytosis inh = blocks phagocytosis by macrophages; J774A.1 macrophage IgG-bead phagocytosis, imaging; inhibition, % at 5 µM; 0.07% of 110,000 active;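 active = inhibition above the mean of the plate negative controls plus 5 SD, cut at about 13% in these data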;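 note: phagocytic index as fraction of beads internalized from green versus red external bead signal; plate controls were DMSO negative control for no effect and cytochalasin-D positive control for full effect; some results beyond the cut were filed as inactive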
Measles CPE = protection of cells from measles virus; AID 841; Measles virus-infected cells, CPE protection, absorbance; 1.5% of 140,000 active; protection (pct of control), % at 4 µM; in the data active = protection mostly above about 24%, no sharp cut-off; inactive = mostly below about 26%; note: some compounds called inactive have numbers as strong as hits
GALR2 blocker = blocks the human galanin receptor 2 | 0.39% of 140,000 active | GALR2-expressing cells, antagonist mode | AID 828 | inhibition, % at 4 µM | O43603; in the data active = inhibition above about 27%;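 note: cells stimulated with galanin 1-16 at roughly its EC80; 0% = agonist challenge control and 100% = basal control without agonist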
Target sequence (O43603 whole entry, looked up): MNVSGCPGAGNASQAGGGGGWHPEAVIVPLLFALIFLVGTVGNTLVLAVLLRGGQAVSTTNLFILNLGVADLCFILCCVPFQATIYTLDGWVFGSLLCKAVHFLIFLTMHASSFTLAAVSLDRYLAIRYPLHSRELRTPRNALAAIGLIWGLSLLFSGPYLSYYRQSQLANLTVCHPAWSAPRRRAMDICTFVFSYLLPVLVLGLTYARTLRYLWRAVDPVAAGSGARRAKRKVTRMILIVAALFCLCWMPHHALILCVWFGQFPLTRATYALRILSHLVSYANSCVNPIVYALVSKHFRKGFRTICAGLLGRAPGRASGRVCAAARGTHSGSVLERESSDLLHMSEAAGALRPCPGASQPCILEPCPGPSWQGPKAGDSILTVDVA
NPY Y2 blocker = NPY-Y2 (human) receptor antagonism; AID 793; inhibition, % at 2.7 µM; 0.99% of 140,000 active; P49146; NPY-Y2 expressing cells, antagonist mode; in the data active = inhibition above about 17%;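 note: 0% = vehicle with agonist challenge and 100% = reference antagonist with challenge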
Target sequence (P49146 whole entry, looked up): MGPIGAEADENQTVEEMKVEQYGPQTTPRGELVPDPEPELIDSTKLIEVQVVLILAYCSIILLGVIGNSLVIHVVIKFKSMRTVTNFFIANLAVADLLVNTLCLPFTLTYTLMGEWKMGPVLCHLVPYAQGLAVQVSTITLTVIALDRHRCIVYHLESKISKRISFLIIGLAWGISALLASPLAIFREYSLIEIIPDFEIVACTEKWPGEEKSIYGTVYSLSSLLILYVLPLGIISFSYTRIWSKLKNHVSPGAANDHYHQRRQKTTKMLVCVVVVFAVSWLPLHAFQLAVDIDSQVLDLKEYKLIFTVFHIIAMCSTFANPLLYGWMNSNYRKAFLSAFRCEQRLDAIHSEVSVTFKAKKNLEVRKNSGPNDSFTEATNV
E-sel TNF inh = TNF alpha driven E-selectin expression inhibition; HUVEC TNFa-induced E-selectin immunofluorescence, high content; inhibition, % at 2 µM; 0.71% of 120,000 active;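 active = inhibition above the batch mean plus 3 SD, and confirmed as a hit on visual image review, cut at about 43% in these data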;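 note: 0% = TNF-stimulated DMSO wells and 100% = unstimulated control wells; not every result past the cut was called active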
PTEN del growth = PTEN-deleted cell growth suppression | HCT116 PTEN-null viability, CellTiter-Glo, 60 h; hits give low values | viability, % at 10 µM | 1.2% of 140,000 active;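 active = viability at or below a set limit, 4 SD under the median of all tested compounds, cut at about 3.7% in these data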;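 note: PTEN knockout HCT116 line with beta catenin targeted HCT116 as companion control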
MRP1 act = activators of MRP-1. 0.61% of 140,000 active. AID 799. viability increase, % at 10 µM. H69AR cells + doxorubicin, viability rescue, CellTiter-Glo;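 active = viability gain under doxorubicin at or above a set limit, the compound median plus 3 SD, cut at about 4.7% in these data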;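 note: MRP-1 overexpressing cells given doxorubicin 25 µM after compound pretreatment; 18-22 h compound pretreatment then 72 h with doxorubicin before readout; 0% = doxorubicin-only wells and 100% = vehicle-treated cells without doxorubicin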
An asterisk follows results filed as active; nt = not tested or not shown; [ ] = dose if it differs, or a comment.

SMILES | BB579 growth dn | bCat KO growth | Yeast lifespan up | Phagocytosis inh | Measles CPE | GALR2 blocker | NPY Y2 blocker | E-sel TNF inh | PTEN del growth | MRP1 act
COCCNC(=O)C(c1ccc(F)cc1)N(Cc1ccco1)C(=O)CCC(=O)Nc1nccs1 (stereo unspecified) | -56.1 | 91.4 | -12.2 | nt | 15.4 | 1.0 | -1.2 | nt | 89.2 | -0.8
Cc1nn(-c2nc3ccccc3s2)c(N)c1-c1ccccc1 | -43.4 | 90.9 | -7.2 | 4.6 | 2.9 | 11.4 | 2.0 | -5.5 | 95.5 | -0.5
COc1cccc(NC(=O)COC(=O)c2c(-c3ccccc3)noc2C)c1 | -55.2 | 88.0 | -22.0 | nt | 6.6 | 12.3 | 0.3 | nt | 84.0 | -1.9
CSC1=N/C(=C\C=C\c2cccs2)C(=O)S1 | -24.9 | 95.0 | -12.1 | -1.2 | 24.4 | 6.4 | 6.6 | -4.9 | 95.6 | -1.8
O=C(O)CN1C(=O)Nc2ccc(Br)cc2C1c1ccccc1 (stereo unspecified) | 13.7 | 88.2 | -7.0 | -0.5 | 39.3* | 17.9 | 9.6 | -22.3 | 99.6 | 1.5
O=C(CSc1nc(Nc2ccccc2)nc(N2CCOCC2)n1)Nc1ccc([N+](=O)[O-])cc1 | -4.4 | 14.3 | -24.6 | -2.3 | 4.1 | -12.9 | 1.4 | 12.2 | 7.7 | -5.7
Cc1cc(C)c(S(C)(=O)=O)c(Oc2ccccc2C)n1 | -32.1 | 90.5 | -24.3 | nt | 6.1 | 4.5 | 3.0 | nt | 89.4 | -2.9
CN(C)/C=C1\C(=O)N(c2ccc(Cl)cc2)CS1(=O)=O | -19.3 | 87.0 | -16.6 | 1.1 | 5.9 | 3.9 | 3.3 | -28.5 | 97.1 | -1.6
CC(/C=N/NC(=O)CSc1ccccn1)=C\c1ccc(C(C)C)cc1 | -36.8 | 81.8 | 6.6 | nt | 8.5 | -4.4 | 3.7 | nt | 93.6 | -1.3
Cc1ccc(-n2ncc(C#N)c2/N=C/N2CCOCC2)cc1 | -15.1 | 97.3 | -4.7 | -0.2 | 16.9 | -0.5 | 1.7 | -2.4 | 97.3 | -1.2
N#Cc1c(-c2cccs2)cc(-c2cccnc2)nc1N | -36.2 | 92.4 | -27.5 | 0.3 | 1.2 | -9.7 | -0.1 | -3.9 | 79.6 | -3.2
CN(C(=S)Nc1ccccc1)c1ccccc1 | -4.0 | 93.5 | 0.3 | -1.6 | 20.7 | -5.8 | 0.9 | 0.8 | 98.9 | -1.7
CCC1C=C(c2ccccc2)C=CN=C1N(CC)CC (stereo unspecified) | -20.0 | 79.4 | 3.8 | -1.6 | 10.0 | 15.0 | 6.7 | nt | 83.4 | -3.0
NC(=O)CC(NC(=O)OCc1ccccc1)C(=O)O (stereo unspecified) | 0.5 | 90.2 | -4.3 | -4.2 | 23.5 | -0.7 | 1.3 | -5.6 | 82.5 | -3.2
O=C(OCC#CCSc1nc2ccccc2o1)c1ccco1 | 8.1 | 109.6 | -11.1 | nt | 7.1 | 0.8 | 5.4 | -14.1 | 99.2 | -0.4
Cn1c(=O)c2c(nc(N/N=C3\CCCc4ccccc43)n2Cc2ccc(F)cc2)n(C)c1=O | -8.8 | 92.2 | 4.2 | -4.6 | 1.4 | -2.2 | 1.3 | nt | 90.7 | -3.2
COc1cc(/C=N/NC(=S)Nc2cccc(C(=O)O)c2)ccc1O | -5.4 | 89.2 | 0.2 | -7.9 | 3.1 | 0.2 | 0.8 | nt | 97.1 | 3.0
Cc1cc(C)cc(-n2nnnc2SCC(=O)Nc2cccc(NC(=O)c3ccco3)c2)c1 | -43.8 | 45.0 | -0.6 | -1.0 | 21.4 | -2.0 | -1.0 | nt | 39.8 | 0.0
COCc1cc(C)nc(SCC(=O)NCc2ccco2)c1C#N | -37.9 | 97.1 | -5.5 | 0.1 | 19.1 | 15.2 | 0.6 | -13.3 | 105.0 | -1.1
COc1ccccc1C(=O)NC(C)C(c1cccs1)N1CCOCC1 (stereo unspecified) | -10.0 | 98.6 | -10.0 | -1.7 | 21.7 | 6.0 | 5.5 | -17.0 | 88.4 | -1.4
O=C(Cn1c(=O)n(CCc2c[nH]c3ccccc23)c(=O)c2cccnc21)Nc1ccccc1F | -28.7 | 83.8 | 9.3 | nt | 10.9 | 16.3 | -3.2 | -16.1 | 75.2 | 3.2
O=C(Nc1ccccc1)Nc1cc(Cl)cc(Cl)c1 | -18.0 | 2.0* | -11.0 | -0.8 | 63.1* | 20.9 | -2.3 | -9.1 | 2.2* | -3.0
Cc1nnc(SCc2ccccc2)n(N)c1=O | 9.4 | 87.9 | -2.4 | -11.3 | 5.8 | 2.7 | 2.4 | nt | 95.9 | 1.3
CC12CCC(C(=O)N(Cc3ccccc3)Cc3ccccc3)(OC1=O)C2(C)C (stereo unspecified) | -52.6 | 55.0 | 3.5 | 0.8 | 1.2 | -0.8 | 17.8* | 4.9 | 48.2 | -1.8
O=C(O)c1ccccc1C(=O)NCc1ccc(F)cc1 | 3.4 | 89.6 | -16.2 | -1.9 | 4.3 | 4.3 | 3.3 | -4.1 | 86.3 | -0.7
C=C1CC2C=C(NC(C)=O)CC(C1)C2 (stereo unspecified) | -2.8 | 85.8 | -8.5 | 0.2 | 27.0 | -11.2 | -3.7 | nt | 89.7 | -1.3
COc1cc(NC(=O)CSc2nc3ccccc3cc2C)c(C(=O)O)cc1OC | -39.1 | 97.8 | 2.6 | -8.7 | 6.1 | -3.9 | 4.3 | 9.0 | 104.6 | 1.2
CCCNc1ncccc1C(N)=O | -41.4 | 99.0 | -5.5 | -2.7 | 24.5 | -3.4 | -0.1 | -0.8 | 93.8 | -2.0
CC(=O)/C(=C/c1ccc(N(C)C)cc1)C(=O)c1ccccc1 | -51.3 | 94.9 | 3.4 | 25.8*[artifact] | 8.4 | 9.8 | 0.0 | nt | 90.6 | -1.9
Cc1ccc([N+](=O)[O-])cc1NC(=O)c1ccoc1C | -17.9 | 98.3 | -6.3 | 0.8 | 6.0 | 5.9 | -0.1 | nt | 91.3 | 0.8
CC1(C)CC(=O)C(C=NCC2CCCO2)=C(O)C1 (stereo unspecified) | -14.7 | 90.0 | -8.3 | -0.3 | nt | -7.5 | 1.9 | 79.9* | 96.8 | -1.1
O=C(COc1ccccc1Br)c1ccc(O)cc1O | -30.9 | 104.1 | -25.2 | 2.2 | 19.7 | 5.4 | -1.6 | 22.4 | 96.2 | -2.0
CCOc1cc(NC(=O)C2CCCO2)c(OCC)cc1NC(=O)C1CC1 (stereo unspecified) | -24.3 | 103.1 | -4.2 | 0.3 | 14.8 | 9.9 | 4.5 | nt | 100.6 | -2.0
CCN(CC)c1ccc(C=Nc2cc(C)cc(C)c2)c(O)c1 | 1.0 | 86.9 | 2.2 | 3.8 | 4.7 | 20.4 | -0.1 | -11.0 | 96.9 | 1.4
Cn1c(=O)[nH]c(=O)c2c1nc(N1CCCC1)n2CCSc1nc2ccccc2[nH]1 | -22.6 | 89.8 | -4.3 | -1.4 | 3.2 | -5.8 | 0.1 | -23.4 | 92.4 | -1.5
Cc1ccc(S(=O)(=O)Nc2ccc(C(OC(=O)c3ccccc3[N+](=O)[O-])(C(F)(F)F)C(F)(F)F)cc2)cc1 | -22.9 | 63.4 | 7.6 | -3.6 | 3.2 | 8.0 | -0.5 | -24.6 | 41.6 | -6.0
c1ccc2c(Nc3nc(N4CCOCC4)c4ccccc4n3)cccc2c1 | -48.9 | 61.8 | -2.3 | -2.0 | 6.9 | 9.8 | 2.1 | -17.6 | 47.8 | -3.6
O=C(/C=C/Nc1ccccc1)c1ccccc1 | -60.9 | 103.4 | -8.1 | 1.5 | 1.8 | 9.1 | 1.8 | -10.5 | 97.1 | -0.6
CC1CC(C)CN(c2nc3c(c(=O)n(C)c(=O)n3C)n2CCSc2ncccn2)C1 (stereo unspecified) | -16.9 | 94.6 | -0.5 | -0.4 | 16.0 | -2.0 | -0.1 | 5.9 | 97.2 | -1.5
Cc1c(C(=O)NCc2ccco2)cccc1[N+](=O)[O-] | 4.2 | 94.4 | -2.0 | -9.0 | 50.1 | 7.6 | -1.0 | nt | 94.5 | -0.9
CCn1c(SCC(=O)Nc2cc(OC)ccc2OC)nnc1C1CCCCC1 | -15.0 | 89.9 | -0.1 | 3.6 | 24.5 | 4.2 | 2.5 | nt | 102.2 | -2.1
CCOC(=O)Nc1cccc(Cl)c1C | -29.5 | 104.5 | -8.1 | -0.3 | 5.9 | 5.7 | 0.9 | 3.6 | 99.0 | -1.5
COc1ccc(C2(CNC(=O)c3ccc(OC)c([N+](=O)[O-])c3)CCOCC2)cc1OC | 7.2 | 82.2 | -2.9 | nt | 11.3 | -1.3 | 3.4 | -17.1 | 77.4 | -0.6
COCC(=O)N(C)C1(c2nnnn2CCOC(=O)Nc2ccc(Cl)cc2)CCCC1 | -65.5 | 102.2 | -12.4 | -2.2 | 2.5 | -3.9 | -0.8 | 29.4 | 95.5 | -0.2
Cc1cccc(-n2c(CCc3ccccc3)nnc2SCC(=O)c2ccccc2)c1 | -62.4 | 84.7 | 10.6 | 0.4 | 3.0 | -1.1 | 8.5 | -12.9 | 82.6 | -0.3
O=C(O)CCCC(=O)Nc1ccccc1Br | -38.3 | 111.4 | -7.8 | -0.7 | 7.2 | 3.4 | -2.7 | -10.9 | 92.7 | -0.6
COc1ccc(CNC(=O)CN(C2CCCCC2)S(C)(=O)=O)cc1 | -25.1 | 86.2 | 3.8 | 3.4 | 15.3 | 8.5 | 1.4 | -12.8 | 99.8 | -0.7
Cc1ccc(N2C(=O)c3ccccc3C2Nc2ccccc2)nc1 (stereo unspecified) | -26.1 | 77.3 | 2.1 | -0.1 | 2.8 | 5.0 | 0.0 | nt | 109.5 | -0.6
COc1ccccc1-c1c(C)nn2c(N3CCN(Cc4ccccc4)CC3)cc(C)nc12 | -2.7 | 32.6 | -6.5 | -0.1 | 4.5 | -13.3 | 0.4 | nt | 51.8 | -3.9
O=C1NC(Cc2c[nH]c3ccccc23)C(=O)N1Cc1cccc2ccccc12 (stereo unspecified) | -26.4 | 84.0 | -7.2 | 0.1 | 22.5 | 4.0 | -0.3 | -10.9 | 76.3 | -1.3
CCOC(=O)c1ccc(NC(=O)CSc2nnc(Cn3c(=O)sc4ccccc43)n2C)cc1 | -5.9 | 97.8 | -7.2 | -0.6 | 24.3 | 10.1 | 3.9 | -15.0 | 107.1 | -1.6
